# High-throughput results deposited in PubChem BioAssay by National Center for Advancing Translational Sciences (NCATS).
# 12-hLO inh: inhibitors of human 12-lipoxygenase (ALOX12) | P18054 | purified 12-hLO, xylenol orange hydroperoxide absorbance | Potency, µM (doses to about 57.1 µM), inactives show top-dose activity change, negative = inhibition, hits mostly inhibitors | 0.12% of 150,000 active; note: potency is the fitted concentration of half-maximal effect; nearly all actives have a fitted effect of over 55% in size; many of its hits are not listed in these tables
# Target sequence (P18054 whole entry, looked up): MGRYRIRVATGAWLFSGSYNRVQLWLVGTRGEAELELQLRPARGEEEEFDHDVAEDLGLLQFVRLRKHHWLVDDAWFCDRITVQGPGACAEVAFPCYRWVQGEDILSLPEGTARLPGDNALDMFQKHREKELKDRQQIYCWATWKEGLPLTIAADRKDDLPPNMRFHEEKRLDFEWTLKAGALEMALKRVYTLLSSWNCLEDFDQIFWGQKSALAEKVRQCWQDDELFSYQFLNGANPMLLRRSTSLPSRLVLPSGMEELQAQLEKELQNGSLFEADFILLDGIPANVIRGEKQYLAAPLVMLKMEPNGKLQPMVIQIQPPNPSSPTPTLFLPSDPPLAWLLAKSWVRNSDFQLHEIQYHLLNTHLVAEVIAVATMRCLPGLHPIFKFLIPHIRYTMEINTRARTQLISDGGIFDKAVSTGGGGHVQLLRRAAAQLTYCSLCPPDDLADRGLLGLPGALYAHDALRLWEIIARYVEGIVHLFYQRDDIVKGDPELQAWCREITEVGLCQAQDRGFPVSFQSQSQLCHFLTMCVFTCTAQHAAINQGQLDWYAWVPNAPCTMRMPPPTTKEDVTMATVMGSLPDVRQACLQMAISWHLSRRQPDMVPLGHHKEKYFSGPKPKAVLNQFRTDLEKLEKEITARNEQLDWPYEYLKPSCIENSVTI
#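 Lipoxygenase turnover measured by absorbance at 573 and 405 nm after Fe-XO development. Human 12hLO 150 nM, arachidonate 40 uM, pH 7.0 Hepes buffer with detergent; 15 min compound preincubation, 30 min reaction.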
# PNC inhibitor: inhibitors of perinucleolar compartment assembly; PC3M PTB-GFP, PNC prevalence imaging, 16 h; active compounds read low; activity change (PNC), negative = inhibition, % at 10 µM; 3.1% of 140,000 active; AID 2417;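 active = readout at or below -70, meaning at least 70% loss of cells showing the perinucleolar compartment, a nuclear body marking cancer cells; inconclusive = readout between -30 and a set limit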;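 note: plate controls were DMSO wells for no effect and camptothecin positive control wells for full effect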
#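 Read-out is percentage of cells bearing a perinucleolar compartment, from automated 20x imaging of fixed, Hoechst-stained PC3M PTB-GFP cells. Cells were seeded 4 h, then exposed 16 h to compound (23 nl of library stock) in duplicate plates.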
# IMPase inh: IMPase inhibition in cells; P97697; CHO-M1 cells, IP1 accumulation, HTRF TR-FRET ratio; inhibition (IP1 accumulation), % at 46.1 µM; 120,000 tested, under 10 active; active = well fitted curve in the direction sought with a large enough effect in the signal ratio, not every such curve was filed as active; inconclusive = small, poorly fitted or top-dose-only effect, or a change in a side signal; inactive = no such curve, though single readings can be large or run the other way; the % refers to the signal ratio;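 note: cells stimulated with carbachol in lithium chloride buffer; plate controls were DMSO basal wells for no effect and reference inhibitor wells for full effect; higher means more IMPase inhibition seen as more IP1 and lower FRET ratio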
# Target sequence (P97697 whole entry, looked up): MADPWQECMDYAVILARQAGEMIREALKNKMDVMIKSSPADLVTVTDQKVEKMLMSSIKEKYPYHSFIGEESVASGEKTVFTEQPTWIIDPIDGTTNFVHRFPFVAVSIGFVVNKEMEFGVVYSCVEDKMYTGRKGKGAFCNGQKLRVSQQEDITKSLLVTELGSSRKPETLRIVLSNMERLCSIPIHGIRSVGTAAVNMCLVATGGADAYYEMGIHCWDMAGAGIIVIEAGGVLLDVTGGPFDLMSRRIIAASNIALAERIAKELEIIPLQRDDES
#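 CHO-M1, 2000 cells/well, cultured 16–30 h; cpd up to 46 uM; carbachol (50 uM solution, stimulation buffer w/ 50 mM LiCl, pH 7.4), 30 min 37C; IP-One TR-FRET, 10 min RT; Ex 320/Em 665, 620; Hill-fit AC50.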
# 15-hLO-2 inh: 15-hLO-2 (ALOX15B) enzyme inhibition. purified 15hLO-2, xylenol orange hydroperoxide absorbance. Potency, µM (series often up to 57.1 µM), inactives show at the highest dose activity change, negative = inhibition, usual class: inhibitors. 0.56% of 110,000 active. AID 881; note: potency is the fitted concentration of half-maximal effect; nearly all actives have a fitted effect of over 60% in size; many of its hits are not listed in these tables
#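 Enzyme 50 nM, AA 45 uM, 25 mM Hepes pH 7.5 + 0.01% Triton X-100; cpd preinc 15 min RT, rxn 90 min RT; stop/detect with 200 uM XO + 300 uM Fe(II) in 50 mM H2SO4, 30 min; A573/A405.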
# The depositor's hits bear a star; u = inconclusive; x = not tested or not shown; [ ] = remark or other dose. Unless noted, calls come from the whole dose curve; as a rule, active = well fitted curve in the direction sought with a large enough effect; inconclusive = small, poorly fitted or top-dose-only effect, or another doubt; inactive = no such curve, though single readings can be large; an effect the other way counts as inactive or inconclusive. Unless noted, % is set by controls: 0 for no effect and ±100 for the full control effect. The list is partial. The share of hits here may be higher or lower than overall.
1: Cc1ccc(C(=O)COC(=O)CCc2nc3ccccc3[nH]c2=O)cc1C
2: CCC(OCC(O)CN1CCN(CCN2C(=O)c3cccc4cccc(c34)C2=O)CC1)c1ccccc1 (stereo not given)
3: O=C(NCc1ccccn1)C1CCN(Cc2cccc(OCc3ccccc3)c2)CC1
4: CN1/C(=C/C=C(/C#N)C(N)=O)C(C)(C)c2ccccc21
5: Cc1ccc2cc(C(c3nnnn3Cc3ccccc3)N3CCc4ccccc43)c(=O)[nH]c2c1 (stereo not given)
6: Cc1ccc(NCC(=O)N/N=C\c2ccc([N+](=O)[O-])o2)cc1
7: C=CCNc1oc(-c2cccs2)nc1C#N
8: CC1=NN(/C(=N\c2nnc(C)s2)Nc2ccccc2)[C@H](c2cccc3ccccc23)S1
9: Cc1[nH]c2ccccc2c1C(c1ccccn1)N1CCC(C(N)=O)CC1 (stereo not given)
10: O=c1c2c(-c3cccs3)csc2[nH]c(=S)n1-c1ccccc1

compound no.,1,2,3,4,5,6,7,8,9,10
12-hLO inh,2%,-13%,3%,-19%,-17%,-2%,-12%,-11%,u,-8%
PNC inhibitor,41,53,16,-85*,1,57,6,u,12,u
IMPase inh,6,x,x,7,7,5,-13,15,1,u
15-hLO-2 inh,1%,x,x,u,-5%,-1%,-10%,x,-11%,u

11: O=C(COc1ccccc1)NC1CCCc2ccccc21 (stereo not given)
12: C=CCc1c(C)nc(C)nc1N/N=C/c1ccc(F)cc1
13: CCCCOc1nc2ccccc2nc1C(C#N)S(=O)(=O)c1ccccc1 (stereo not given)
14: COc1ccc(N=CC2=C(O)c3ccccc3C2=O)c(OC)c1
15: Cc1ccc2occ(C(c3nnnn3Cc3ccccc3)N3CCOCC3)c(=O)c2c1 (stereo not given)
16: COc1ccc(C(=S)N2CCCCCC2)cc1
17: N#Cc1c2c(c(NCc3ccco3)n3c1nc1ccccc13)CCC2
18: O=C(Cn1nc(-c2ccc(Cl)cc2)ccc1=O)N1CCN(c2ccccc2)CC1
19: Cc1ccc(S(=O)(=O)N(C)CC(=O)Nc2cccc3c2CCCC3)cc1
20: CCN1CCN(C2=NC(=O)/C(=C/c3ccc(C)o3)S2)CC1

compound no.,11,12,13,14,15,16,17,18,19,20
12-hLO inh,1%,5%,0%,-6%,-3%,-8%,2%,-4%,-3%,-14%
PNC inhibitor,-18,1,-23,u,11,u,34,26,18,22
IMPase inh,x,11,-1,3,7,4,-2,-3,-5,6
15-hLO-2 inh,x,2%,-10%,-28%,1%,x,-9%,-6%,-4%,u

21: CNCCCOc1ccc(C)cc1Br
22: CCN(CC)C(=O)c1ccc2c3c(cccc13)C(=O)N(CCc1ccc(OC)c(OC)c1)C2=O
23: CSc1ccc(C2NC(=O)c3c(sc4c3CCN(C)C4)N2)cc1 (stereo not given)
24: CNC1CC(N)[C@H](O)[C@@H](O[C@@H]2OC(CO)C3OC4(OC(C(N)CO)C(O)C(O)C4O)O[C@@H]3[C@H]2O)C1O (stereo not given in full)
25: Cc1cc(=O)[nH]c(SCCOc2ccc3c(c2)CCC3)n1
26: C=CCn1c(SCN2C(=O)c3ccccc3C2=O)nc2ccc(Cl)cc2c1=O
27: Cc1ccc(-c2nc(NCCN3CCOCC3)c3ccccc3n2)cc1
28: Cc1cc(C(F)(F)F)n(-c2nc(C(=O)N/N=C/c3ccc(F)cc3)cs2)n1
29: COc1ccc(S(=O)(=O)N(C)c2ccc(C(N)=O)cc2)cc1
30: N#Cc1c(-c2ccc(F)cc2)cc(-c2cccnc2)nc1N

compound no.,21,22,23,24,25,26,27,28,29,30
12-hLO inh,6%,-2%,-15%,4%,-5%,-1%,5%,5%,-5%,-1%
PNC inhibitor,-15,-13,-22,x,17,-23,1,-106*,-2,-89*
IMPase inh,-4,2,3,x,u,x,12,3,3,x
15-hLO-2 inh,6%,x,32%[activator],1%,-9%,x,26%,x,-2%,x

31: CC(=O)Nc1ccc(C(=O)N/N=C/c2ccccc2OC(=O)c2ccc(Cl)cc2)cc1
32: CCOC(=O)N1CCN(C(=O)CSc2nc3c([nH]c4ccccc43)c(=O)n2C)CC1
33: Cc1nn(C)c(C(=O)N2CCOCC2)c1Cl
34: Cc1nn(C(=O)N2CCCCC2)c(C)c1CN1C(=O)c2ccccc2C1=O
35: CCOC(=O)N1CCN(C(=O)CCSc2ccccc2)CC1
36: CCC(C)N1C(=O)CCC1C(=O)O (stereo not given)
37: CC(=O)CC(=O)Nc1ccccc1
38: COc1ccc(-c2coc3c(OC)c(OC)cc(O)c3c2=O)cc1
39: Nc1nc(SCC(=O)N2CCCC2)[nH]c(=O)c1NC(=O)c1ccco1
40: CC(C(=O)N1CCc2ccccc21)n1cccc1 (stereo not given)

compound no.,31,32,33,34,35,36,37,38,39,40
12-hLO inh,2%,5%,-6%,-8%,3%,-5%,-1%,-4%,0%,2%
PNC inhibitor,u,9,-24,24,42,u,x,x,u,13
IMPase inh,1,0,x,2,-6,u,x,x,0,-6
15-hLO-2 inh,8%,x,x,-2%,-6%,-3%,-4%,-8%,-3%,5%

41: Cc1cc(N2C(=O)CCC2=O)ccc1NC(=O)c1cccs1
42: CCCn1nnc(NC(=O)C(C)Oc2ccc(Cl)cc2Cl)n1 (stereo not given)
43: COc1cc(C(=S)N2CCOCC2)ccc1OS(=O)(=O)c1ccccc1[N+](=O)[O-]
44: Cc1sc2ncn(CC(=O)OCC(=O)NC(C)(C)C)c(=O)c2c1C
45: CCCSc1nc(N2CCOCC2)c2c(c1C#N)CC(C)(C)SC2
46: CCOC(=O)COc1ccc(Br)cc1/C=C\c1[nH]c(=O)[nH]c(=O)c1[N+](=O)[O-]
47: CCOc1ccc(C(=O)COc2ccc(NC(C)=O)cc2)cc1
48: CC[C@@H]1C=C(C)C[C@H](C)C[C@H](OC)[C@H]2O[C@@](O)(C(=O)C(=O)N3CCCC[C@H]3C(=O)O[C@H](/C(C)=C/[C@@H]3CC[C@@H](O)[C@H](OC)C3)[C@H](C)[C@@H](O)CC1=O)[C@H](C)C[C@@H]2OC
49: COCCOC(=O)c1c(C)nc(SCC(=O)Nc2ccc(C)cc2)c(C#N)c1-c1ccco1
50: CCOc1cc(Br)ccc1S(=O)(=O)NCc1ccccc1

compound no.,41,42,43,44,45,46,47,48,49,50
12-hLO inh,12%,-7%,0%,0%,5%,-6%,-5%,-7%,-6%,-3%
PNC inhibitor,u,26,25,-15,u,-16,2,-4,39,-13
IMPase inh,-2,4,x,2,3,x,-3,x,2,6
15-hLO-2 inh,-2%,-6%,x,6%,-3%,x,-10%,x,0%,-4%

51: CCOC(=O)C(C)n1cnc2c(nnn2Cc2ccc(C)cc2)c1=O (stereo not given)
52: CCOc1ccc(-n2c(C)nc3cc(C(=O)NCc4ccc5c(c4)OCO5)ccc32)cc1
53: CCc1nc(NCc2ccccc2)c(C#N)c2c1CCCC2
54: Cc1cccc2c1CC(C)(C)N/C2=C\C(N)=O
55: Cc1ccc(-n2c(=O)c(C#N)cc3c(=O)n4ccccc4nc32)cc1C
56: Cc1ccc(-c2nnc(-c3ccc4ccccc4c3)o2)cc1
57: COc1ccc2c(c1OC)C(Cc1ccccc1)N1CCc3cc4c(cc3C1=C2)OCO4 (stereo not given)
58: Cc1nn(C)c(C)c1S(=O)(=O)NC1CCCC1
59: O=C(O)c1ccc(NS(=O)(=O)c2cc(Cl)ccc2Cl)cc1
60: Cc1ccc(NC(=O)COC(=O)CNC(=O)c2ccc3ccccc3c2)c([N+](=O)[O-])c1

compound no.,51,52,53,54,55,56,57,58,59,60
12-hLO inh,-2%,2%,1%,-4%,0%,-4%[11.4 µM],u,0%,2%,-5%
PNC inhibitor,u,33,19,u,16,x,x,-16,14,-2
IMPase inh,5,x,-2,x,2,x,14,-4,2,x
15-hLO-2 inh,-1%,x,x,x,-20%,-2%[11.4 µM],-4%,1%,-6%,x

61: Clc1cc(Cl)cc(C2=NCCC(c3ccccc3)O2)c1 (stereo not given)
62: CCOc1ccc(N2C(=O)CC(/C=C3/N(C)c4ccccc4C3(C)C)C2=O)cc1 (stereo not given)
63: COc1cc(O)c2c(=O)c3c(OC)c(O)ccc3oc2c1
64: CCOc1ccccc1-n1c(SCC(=O)N(CC)CC)nnc1-c1ccccn1
65: Cc1ccc(NC(=O)CCC(=O)N/N=C/C=C/c2ccccc2)cc1
66: N#C/C(=C\c1ccc([N+](=O)[O-])cc1)C(=O)Nc1ccccc1O
67: CCc1ccc(C2CC(c3ccccc3Cl)Nc3nc(N)nn32)cc1 (stereo not given)
68: COC(=O)[C@@H]1CC[C@H](C)[C@@H](c2ccc(C)cc2)N1C(=O)c1ccc(/C=N/O[C@@H](C)c2cn([C@H](CO)Cc3ccccc3)nn2)cc1
69: Cc1ccc(Oc2ccc(NC(=O)c3ccco3)cc2)cc1
70: COc1cccc(Nc2nc(-c3sc(NC(=O)CC(C)C)nc3C)cs2)c1
71: Cc1ccc(SCc2cc(=O)[nH]c(N3CCN(Cc4ccccc4)CC3)n2)cc1
72: CCOc1cc(N2CCOCC2)c(OCC)cc1NC(=O)CN1CCCC1
73: O=C(O)c1ccccc1-c1ccccc1C(=O)NCCCO

compound no.,61,62,63,64,65,66,67,68,69,70,71,72,73
12-hLO inh,-1%,-15%,-2%,-1%,-1%,-23%,-9%,-2%,-11%,-23%,0%,0%,4%
PNC inhibitor,89,-4,28,u,13,-21,7,u,12,15,u,u,44
IMPase inh,x,u,x,-4,x,x,-4,x,6,1,7,0,2
15-hLO-2 inh,x,-22%,x,2%,x,x,10%,x,16%,20%,38%[activator],x,3%
